Compound activity as filed in PubChem.
MITF inh – MITF inhibitors, primary screen, biochemical, AlphaScreen, human. Microphthalmia-associated transcription factor (Homo sapiens), O75030. AlphaScreen MITF homodimerization, bead proximity signal. inhibition, % at 2.6 µM. 0.91% of 650,000 active. AID 1259374, 2018; in the data active = inhibition above about 50%;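 also: 0% = vehicle wells with protein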
Target sequence (O75030 whole entry, looked up): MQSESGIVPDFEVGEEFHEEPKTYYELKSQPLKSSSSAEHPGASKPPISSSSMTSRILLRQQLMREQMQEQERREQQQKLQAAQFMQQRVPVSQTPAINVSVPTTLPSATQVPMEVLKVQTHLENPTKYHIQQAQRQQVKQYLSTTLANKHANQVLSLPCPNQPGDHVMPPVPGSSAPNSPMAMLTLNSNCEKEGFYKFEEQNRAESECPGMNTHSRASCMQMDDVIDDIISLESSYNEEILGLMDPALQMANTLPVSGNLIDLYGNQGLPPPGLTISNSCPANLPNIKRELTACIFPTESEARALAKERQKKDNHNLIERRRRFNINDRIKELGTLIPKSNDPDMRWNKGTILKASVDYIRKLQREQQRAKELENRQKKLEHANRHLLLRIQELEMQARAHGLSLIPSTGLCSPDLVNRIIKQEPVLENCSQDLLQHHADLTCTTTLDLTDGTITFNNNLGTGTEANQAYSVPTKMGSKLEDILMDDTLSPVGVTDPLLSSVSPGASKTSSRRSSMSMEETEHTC
TEAD-YAP block – TEAD-YAP interaction inhibition, primary screen, TEAD-YAP interaction inhibitor project, luminescence, HEK-TIYL cells. TEAD-Gal4/YAP UAS-luciferase luminescence. inhibition, % at 9.12 µM. 1.4% of 640,000 active; in the data active = inhibition above about 32%;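 also: 0% = median of test compound wells and 100% = reference inhibitor wells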
FBW7 act – FBW7 E3 ligase activators, primary screen, biochemical, AlphaScreen, human; F-box/WD repeat-containing protein 7 (Homo sapiens), Q969H0; AlphaScreen FBW7–phospho-cyclin E peptide binding, activator screen; normalized activity (activation), % at 26.1 µM; 0.13% of 650,000 active; in the data active = normalized activity above about 1.9%;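 also: purified mutant Fbw7 with reduced substrate affinity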
GPR151 ag – activators of human GPR151, primary screen, cell-based, PathHunter beta-arrestin, luminescence. G-protein coupled receptor 151 (Homo sapiens), Q8TDV0. PathHunter beta-arrestin GPR151 cells. activation, % at 11.2 µM. 1% of 650,000 active; in the data active = activation above about 4.9%;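 also: 0% = median of compound wells and 100% = cells with positive control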
Target sequence (Q8TDV0 whole entry, looked up): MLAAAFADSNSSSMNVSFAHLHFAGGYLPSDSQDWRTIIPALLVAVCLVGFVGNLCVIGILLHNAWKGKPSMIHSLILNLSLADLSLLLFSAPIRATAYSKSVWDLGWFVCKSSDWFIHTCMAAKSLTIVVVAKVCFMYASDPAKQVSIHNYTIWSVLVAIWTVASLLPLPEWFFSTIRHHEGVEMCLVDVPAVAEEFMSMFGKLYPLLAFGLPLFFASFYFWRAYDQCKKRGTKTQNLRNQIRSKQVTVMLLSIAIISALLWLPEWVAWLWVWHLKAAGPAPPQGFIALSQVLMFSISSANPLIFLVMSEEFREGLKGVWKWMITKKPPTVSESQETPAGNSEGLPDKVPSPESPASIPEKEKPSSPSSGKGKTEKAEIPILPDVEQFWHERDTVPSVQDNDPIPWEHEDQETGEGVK
* hit, by the source's call; x = not tested or not shown; & = joins results of further samples.

Start of the listing, in advance (five entries):
Every second line gives: MITF inh | TEAD-YAP block | FBW7 act | GPR151 ag
O=C(c1ccsc1)N1Cc2ccccc2OC(c2ccccc2)C1 (stereo not given)
    10 | 5 | 0.1 | -1.6
CCCc1c(O)nc(SCC(=O)N(CC)CC)[nH]c1=O
    10 | 2 | 0.1 | 0.4
CCOC(=O)CN(Cc1cc(OC)c(OC)c(OC)c1)S(=O)(=O)c1c(C)cc(C)cc1C
    1 | -10 | 0.0 | 0.5
CCOC(=O)CNC(=O)c1cc2c(C)nn(-c3ccccc3)c2s1
    4 | -3 | -0.4 | -0.1
O=C(Nc1ccc([N+](=O)[O-])cc1)/C(=C/c1ccccc1F)NC(=O)c1ccc(Br)cc1
    3 | 5 | 0.0 | -0.7

The whole of this part, previewed entries included:
Every second line gives: MITF inh | TEAD-YAP block | FBW7 act | GPR151 ag
O=C(c1ccsc1)N1Cc2ccccc2OC(c2ccccc2)C1 (stereo not given)
    10 | 5 | 0.1 | -1.6
CCCc1c(O)nc(SCC(=O)N(CC)CC)[nH]c1=O
    10 | 2 | 0.1 | 0.4
CCOC(=O)CN(Cc1cc(OC)c(OC)c(OC)c1)S(=O)(=O)c1c(C)cc(C)cc1C
    1 | -10 | 0.0 | 0.5
CCOC(=O)CNC(=O)c1cc2c(C)nn(-c3ccccc3)c2s1
    4 | -3 | -0.4 | -0.1
O=C(Nc1ccc([N+](=O)[O-])cc1)/C(=C/c1ccccc1F)NC(=O)c1ccc(Br)cc1
    3 | 5 | 0.0 | -0.7
O=[N+]([O-])c1cccc(S(=O)(=O)N2CCSC2c2ccc(Br)cc2)c1 (stereo not given)
    2 | 6 | 0.0 | -1.0
CCOC(=O)N/N=C/c1c(C)nn(-c2ccccc2Cl)c1Cl
    2 | -27 | 0.0 | 3.1
C=CCn1c(SCC(=O)Nc2cccc(Br)c2)nnc1-c1cccs1
    6 | 16 | -0.1 | -0.7
CCOc1ccc(C(=O)NC(C)C(c2cccs2)N2CCN(CC)CC2)cc1 (stereo not given)
    -1 | 3 | 0.0 | 0.4
CN1/C(=C\C=C2C(=O)CC(C)(C)CC2=O)C(C)(C)c2ccccc21
    5 | 11 | -0.1 | 0.6
CC(N=C1NC(C)(C)Cc2c1ccc1ccccc21)C(=O)O (stereo not given)
    9 | 1 | 0.0 | 1.9
Nc1nccc(-c2cccc(C(F)(F)F)c2)n1
    -2 | -8 | -0.1 | -1.4
Cc1ccc(C(C)C)c(OCCN=Cc2c(O)n(C)c(=O)n(C)c2=O)c1
    1 | 33* | -0.1 | -0.6
O=C(NCc1ccccc1)C(c1ccccn1)N(C(=O)c1csnn1)c1ccccc1F (stereo not given)
    -8 | -1 | 0.0 | -0.3
CCCC1(C2CCN(C(=O)c3ccoc3C)CC2)NC(=O)N(CCc2ccccn2)C1=O (stereo not given)
    3 | 5 | 0.2 | -0.1
O=C(NC1CCCc2ccccc21)c1cccc(NC2=NC3CS(=O)(=O)CC3S2)c1 (stereo not given)
    -5 | -12 | -0.3 | -0.4
CCNc1c(NC(=O)c2cccs2)c(=O)oc2ccccc12
    12 | 1 | 0.3 | 1.6
CC(C)COC(=O)C(C)Sc1n[nH]c(=O)[nH]c1=O (stereo not given)
    20 | 5 | 0.4 | -0.3
Cc1cc2nc3s/c(=C\c4ccc(-c5ccc(F)cc5F)o4)c(=O)n3c2cc1C
    16 | -10 | 1.1 | -1.4
COc1cccc(N(CC(=O)Nc2ccc(-c3nc4ccc(C)cc4s3)cc2)S(=O)(=O)c2ccc(C)cc2)c1
    10 | -22 | 0.2 | -2.3
O=C(CSc1nc2ccc(NC(=O)c3ccccc3)cc2s1)c1ccc(Br)cc1
    26 | -43 | 1.1 | -3.5
Nc1nonc1-n1nnc(C(=O)N/N=C/c2ccccc2O)c1-c1cccc([N+](=O)[O-])c1
    8 | 12 | -0.3 | 0.3
C=CCn1c(=S)[nH]c2scc(-c3cccs3)c2c1=O
    -7 | 2 | -0.1 | 1.1
c1ccc(-c2cc3nccc(C4CCCNC4)n3n2)cc1 (stereo not given)
    3 | -10 | 0.0 | 2.1
CCN(CC)C(=O)CN(C#N)c1nc(SC)nc(N(C)C)n1
    15 | 6 | 0.5 | 1.3
Cc1ccc(C(=O)N2CCCCCC2)c(F)c1F
    11 | 2 | 0.0 | 0.9
O=Cc1ccc(OCc2ccc([N+](=O)[O-])cc2)c(Cl)c1
    12 | -69 | 0.1 | 2.0
CC1Cc2ccccc2N1C(=O)C(c1ccccc1)c1ccccc1 (stereo not given)
    -7 | 7 | 0.0 | 0.3
Cc1ccc(CNC2CCc3c(sc4ncn(CCCO)c(=O)c34)C2)cc1 (stereo not given)
    5 | 10 | -0.3 | 1.8
Cc1ccc2c(N)c(C(=O)c3ccc(C(=O)c4sc5nc(C)ccc5c4N)cc3)sc2n1
    4 | -7 | 0.0 | 0.5
Cc1ccc(C(=O)N2CCC(C(=O)NC(c3ccccc3)c3ccccn3)CC2)cc1 (stereo not given)
    -4 | -2 | 0.2 | -1.3
Cc1ccc(/C=C2\SC(=S)N(Cc3ccco3)C2=O)s1
    -15&6 | 15&9 | 0.0&-0.1 | 0.2&-2.3
O=C1C(=O)N(C(=O)Nc2ccc(Cl)c(Cl)c2)c2ccccc21
    18 | -2 | 0.1 | -0.7
COc1cccc(C(=O)Nc2ccc3c(c2)OCCO3)c1
    13 | 79* | 0.0 | -9.6
O=C(CSc1ccnc(=O)[nH]1)NCc1ccccc1
    7 | 2 | 0.1 | -0.5
Cc1c(NC(=O)OCCOc2nc(N(C)C)nc(N(C)C)n2)sc(=S)n1C
    -4 | 2 | 0.1 | 1.5
O=C(CCCc1ccccc1)Nc1ccc2c(c1)OCO2
    2 | -59 | 0.0 | -0.8
O=S(=O)(Cc1ccccc1Cl)NCc1ccncc1
    3 | 3 | -0.2 | 0.3
CC1=CC(C)(C)Nc2ccc(OC(=O)c3cccc(Br)c3)cc21
    19 | -11 | -0.3 | -0.3
CCCCc1ccc(C(=O)On2c(-c3ccc(OC)c(OC)c3)nc3ccccc3c2=O)cc1
    11 | -1 | 0.3 | -2.4
O=C(c1cccc(S(=O)(=O)N2CCCCC2)c1)N1CCN(c2ccc(F)cc2)CC1
    -5 | 17 | -0.1 | -1.4
COc1ccc(NC(=O)/C(=C\c2ccc3c(c2)OCO3)NC(=O)c2ccccc2Cl)c(OC)c1
    12 | 21 | 0.0 | 1.6
Nc1ccc(C(=O)OC2CCOC2=O)cc1[N+](=O)[O-] (stereo not given)
    12 | 9 | 0.0 | -1.8
COc1ccc(S(=O)(=O)n2ccc(C)n2)cc1
    -4 | -3 | -0.1 | -0.9
CC(=O)CCC(=O)N1CCc2nnc(C(CC(C)C)NC(=O)CN(C)C)n2CC1 (stereo not given)
    -4 | -10 | -0.1 | 0.5
CCOC(=O)c1c(NC(=O)CSc2nnc3c4ccccc4n(CCc4ccccc4)c3n2)sc2c1CCCC2
    6 | 9 | 0.0 | -0.6
Cc1ncoc1C(=O)N1CCC(c2ccnc(-c3ccccc3)n2)CC1
    9 | 0 | 0.0 | -1.4
Nc1n[nH]c(-c2cccc([N+](=O)[O-])c2)n1
    -4 | 3 | 0.0 | 0.1
Cc1cc(C)n(CCN(C)C(=O)CCc2nnc(CCC3CCCCC3)o2)n1
    -5 | -65 | -0.1 | 0.6
Cc1ccc2nc(C)c(C(=O)N3CC(C)CC(C)C3)n2c1 (stereo not given)
    6 | -1 | 2.1* | -0.7
C=CCn1c(SCc2nc3ccccc3[nH]2)nc2sc(CC)cc2c1=O
    1 | -7 | -0.1 | -0.8
CCOc1ccccc1N(C(=O)c1ccc(Cl)cc1)c1nc(C(F)(F)F)c(-c2ccc(F)cc2)s1
    -10 | 0 | 0.0 | 0.3
CCOC(=O)c1ccc(-c2ccc(/C=C3/C(=N)N4N=C(c5ccccc5Cl)SC4=NC3=O)o2)cc1
    -5 | -5 | 0.0 | -0.5
CC(=O)c1c(C)oc2ccc(N(C(C)=O)S(=O)(=O)c3ccc(Br)cc3)cc12
    -12 | -6 | 0.0 | 4.6
CC1C=CCC2C(=O)N(c3cc([N+](=O)[O-])ccc3F)C(=O)C12 (stereo not given)
    2 | 6 | -0.2 | -0.1
COc1ccc(CCNC(=O)Cn2cc(NC(=O)CCOc3ccccc3)cn2)cc1
    0 | 5 | 0.0 | 1.6
C/C(=N\OC(=O)c1ccccc1)c1ccc(C)cc1
    -4 | -4 | 0.0 | 0.3
Nc1ccccc1SCC(=O)N1CCc2cc(F)ccc21
    -7 | -39 | 0.2 | -0.3
COc1ccc(Cl)cc1NC(=O)c1ccc2c(=O)n(-c3ccc(F)cc3)c(=S)[nH]c2c1
    3 | 3 | -0.1 | -0.6
COc1ccc(-c2nc(-n3c(C)c(C(C)=O)c(C(C)=O)c3C)sc2C)cc1
    11 | -12 | -0.1 | 0.6

The list continues.
Every second line gives: MITF inh | TEAD-YAP block | FBW7 act | GPR151 ag
O=C(c1ccc(Cl)cc1)N1CCn2c1nc1ccccc12
    -3 | -18 | 0.0 | -0.2
Cc1c(Cl)cccc1NS(=O)(=O)c1ccc2c(c1)CCC(=O)N2
    7 | 0 | 0.0 | -1.3
O=C(Nc1ccccc1F)N[C@H]1C[C@H]2C(=O)N[C@@H](Cc3ccc(Cl)cc3)C(=O)N2C1
    -10 | 1 | -0.1 | -0.6
Cc1[nH]c(=O)[nH]c(=O)c1S(=O)(=O)NC(C)CCc1ccccc1 (stereo not given)
    8 | 2 | 0.5 | -0.1
O=C1C=C[C@@H](O)[C@@H]2[C@@H]3C(=O)N(C[C@@H]4CCCO4)C(=O)[C@@H]3CC[C@@H]12
    26 | x | 0.0 | 0.2
COc1ccccc1NC(=O)C1CC(=O)N(Cc2ccc3c(c2)OCO3)C(=Nc2ccc(F)cc2)S1 (stereo not given)
    -10 | 2 | 0.1 | -0.7
CC(C)n1cnc2c(Nc3ccccc3)nc(Nc3ncccn3)nc21
    7 | -12 | 0.1 | -0.1
O=C(Nc1ccccc1C(=O)NCc1ccco1)Nc1cccc2ccccc12
    0 | -5 | -0.2 | 1.2
CC12CC3CC(C)(C1)CC(C(=O)NC(=S)N1CCOCC1)(C3)C2
    3 | -5 | -0.1 | 0.4
CN1CCN(c2ccc(-c3cccc(C(=O)NCc4cccnc4)n3)cc2)CC1
    4 | 1 | -0.1 | -0.9
COc1ccccc1NC(=O)c1ccccc1Nc1ccccc1
    8 | -6 | -0.8 | 0.1
O=C(NCCCN1CCCC(O)C1)c1cc(COc2ccc(F)cc2F)on1 (stereo not given)
    -5 | -6 | 0.6 | -0.3
CN1CCN(Cc2c(O)ccc3c(=O)c(-c4ccccc4)coc23)CC1
    -4 | 5 | -0.1 | 0.4
CCC(C)NC(=O)C1CCN(Cc2ccc(OC)cc2OC)CC1 (stereo not given)
    10 | 5 | -0.1 | 0.5
CCn1c(=O)cc(N2CCC(C)CC2)[nH]c1=O
    3 | 6 | 0.1 | 1.3
O=C(Cn1cnc2sc3c(c2c1=O)CCCC3)Nc1ccc(Oc2ccccc2)cc1
    2 | -10 | -0.2 | -0.2
NC(=O)c1ccccc1NC(=O)c1ccc(Cl)c([N+](=O)[O-])c1
    3 | 1 | -0.1 | -0.3
COc1cccc2sc(=NC(=O)C3COc4ccccc4O3)n(C)c12 (stereo not given)
    4 | 18 | 0.4 | -1.6
CCc1n[nH]c(=O)c2cc3sccc3n12
    15 | -2 | 0.5 | -0.6
O=C(c1c(F)cccc1F)N1CCCC(c2nc(-c3cccs3)no2)C1 (stereo not given)
    10 | -31 | 0.0 | 1.8
O=C1CCCN1CCn1cnc2c(NCCOc3ccccc3)nc(NCCN3CCOCC3)nc21
    10 | 4 | 0.1 | -1.1
O=c1c2ccccc2nc(SCc2ccccc2Cl)n1Cc1cccs1
    -21 | -3 | -0.3 | -0.7
O=C(CSc1nnc(NCc2ccccc2)s1)C(F)(F)F
    -5 | 3 | -0.3 | -0.8
O=C(C1CC1)N1CCN=C1SCc1ccccc1F
    10 | -3 | 0.1 | -2.2
c1ccc(-c2nnn(C34CC5CC(CC(C5)C3)C4)n2)cc1
    -38 | 6 | 0.0 | 0.0
Cc1cc2c(=O)n(CC(=O)NCC(=O)Nc3ccc(C(C)C)cc3)cnc2s1
    -1 | 6 | 0.0 | -0.4
O=C(Cn1ncc2c1-c1ccccc1OC2)Nc1nc2ccccc2s1
    7 | -5 | -0.3 | -0.7
CCOC(=O)c1c(C)[nH]c(C(=O)COC(=O)c2ccc(Cl)cc2)c1C
    0 | -8 | -0.1 | -2.5

Molecules above with a CF3 group:
Every second line gives: MITF inh | TEAD-YAP block | FBW7 act | GPR151 ag
Nc1nccc(-c2cccc(C(F)(F)F)c2)n1
    -2 | -8 | -0.1 | -1.4
CCOc1ccccc1N(C(=O)c1ccc(Cl)cc1)c1nc(C(F)(F)F)c(-c2ccc(F)cc2)s1
    -10 | 0 | 0.0 | 0.3
O=C(CSc1nnc(NCc2ccccc2)s1)C(F)(F)F
    -5 | 3 | -0.3 | -0.8
